# Screening data (PubChem BioAssay)
# N370S GC mod – qHTS Assay for Inhibitors and Activators of N370S glucocerebrosidase as a Potential Chaperone Treatment of Gaucher Disease. hit rate 0.092% among 330,000. AID 2101, 2009. Potency, µM (top dose mostly 59.4 µM), inactives show top-dose activity change, negative = inhibition, usual class: inhibitors. Lysosomal acid glucosylceramidase (Homo sapiens), P04062. N370S GC spleen homogenate, 4MU-glucoside fluorescence;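 also: 0% = full enzyme activity and -100% = no enzyme basal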
# FEN1 inhibitor – qHTS Assay for the Inhibitors of Human Flap endonuclease 1 (FEN1) | Potency, µM (highest dose often 114 µM), for the others: at the top dose activity change, negative = inhibition, actives largely listed as inhibitors | P39748 | hit rate 0.35% among 390,000 | Recombinant FEN1 flap cleavage, fluorescence, 15 min; also: nearly all actives have a fitted effect of over 65% in size
#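 Enzyme 10 nM, 15 min RT preincubation with compound; start with substrate 50 nM final; reads at 0 and 15 min; qHTS titration, four-parameter Hill fit.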
# GCN5L2 inh – qHTS Assay for Inhibitors of GCN5L2; AID 504327, 2011; Potency, µM (doses to about 58.9 µM), inactives show at the top dose activity change, negative = inhibition, usual class: inhibitors; GCN5L2 HAT assay, ThioGlo1 CoA-SH fluorescence; hit rate 0.21% among 390,000; Histone acetyltransferase KAT2A (Homo sapiens), Q92830
# Target sequence (Q92830 whole entry, looked up): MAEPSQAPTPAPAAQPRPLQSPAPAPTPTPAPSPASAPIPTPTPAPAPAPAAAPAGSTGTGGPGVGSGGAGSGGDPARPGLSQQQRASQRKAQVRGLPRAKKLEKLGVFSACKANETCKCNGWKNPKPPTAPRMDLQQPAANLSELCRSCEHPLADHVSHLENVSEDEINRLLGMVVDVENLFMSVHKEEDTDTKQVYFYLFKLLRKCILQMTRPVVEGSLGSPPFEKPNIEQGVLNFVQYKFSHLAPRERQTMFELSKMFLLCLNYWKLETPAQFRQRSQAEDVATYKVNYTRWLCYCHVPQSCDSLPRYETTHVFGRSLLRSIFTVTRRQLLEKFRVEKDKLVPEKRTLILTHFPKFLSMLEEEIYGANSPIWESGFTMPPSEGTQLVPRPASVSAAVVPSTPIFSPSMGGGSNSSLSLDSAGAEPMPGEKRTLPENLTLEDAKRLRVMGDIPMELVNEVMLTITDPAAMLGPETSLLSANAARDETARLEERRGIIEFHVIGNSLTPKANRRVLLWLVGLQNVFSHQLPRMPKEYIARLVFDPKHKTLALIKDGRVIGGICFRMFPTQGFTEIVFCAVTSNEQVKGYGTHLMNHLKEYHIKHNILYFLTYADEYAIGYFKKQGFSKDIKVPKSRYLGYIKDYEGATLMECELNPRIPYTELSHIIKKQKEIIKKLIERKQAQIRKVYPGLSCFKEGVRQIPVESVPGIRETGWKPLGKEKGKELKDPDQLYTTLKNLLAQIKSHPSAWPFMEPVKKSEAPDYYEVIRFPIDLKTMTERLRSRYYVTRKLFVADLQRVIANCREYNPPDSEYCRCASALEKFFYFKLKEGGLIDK
#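 Titration-based screen in which CoA formation is detected via maleimide probe ThioGlo1 (50uM) turning fluorescent on thiol reaction; substrates H3(1-25) 75uM and acetyl-CoA 70uM, GCN5L2 20nM, 20 min incubation at room temperature.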
# * = called active by the depositor; ? = inconclusive; . = not tested or not shown; [ ] = dose if it differs, or a comment. Calls follow the shape of the dose curve; as a rule, active = well fitted curve in the direction sought with a large enough effect; inconclusive = small, poorly fitted or top-dose-only effect, or another doubt; inactive = no such curve, though single readings can be large; an effect the other way counts as inactive or inconclusive. Unless noted, % is scaled to controls: 0 for no effect and ±100 for the full control effect; potency is read from the fitted curve at half-maximal effect. The list is partial, so the mix of outcomes need not match the whole.
N370S GC mod,SMILES,FEN1 inhibitor,GCN5L2 inh
13%,COCCn1nnnc1C(c1cc2cc(OC)c(OC)cc2[nH]c1=O)N1CCN(c2ccc(O)cc2)CC1 (stereo not given),-11%,-1%
.,Cc1oc2c(c(C)cc3oc(=O)c(CC(=O)NCc4ccc(F)cc4)c(C)c32)c1C,-9%,-6%
-1%,O=C(c1ccc(Cn2cc(Cl)c([N+](=O)[O-])n2)cc1)N1CCN(Cc2ccccc2)CC1,-23%,-3%
-3%,O=C1NC(=S)SC1=C1CCCC1,79µM*,-24%
10%,FC(F)(F)c1ccc(N2CCN(c3ncnc4c3nnn4Cc3ccccc3Cl)CC2)cc1,-14%,-2%
6%,NC(=O)c1cccn1Cc1cccc(Cl)c1,10%,-2%
14%,CCc1ccc(N(C(=O)c2ccoc2C)C(C(=O)NC2CCCC2)c2ccc(OC)cc2)cc1 (stereo not given),-13%,-7%
-4%,CC(C)Cc1nnc(NC(=O)CCC(=O)N2CCN(S(=O)(=O)c3ccccc3)CC2)s1,4%,0%
.,CCN(C(=O)COC(=O)c1cc(Cl)ccc1OC)c1c(N)n(Cc2ccccc2)c(=O)[nH]c1=O,-3%,-1%
-29%,Cc1ccccc1Oc1nc(-c2ccccn2)nc2ccccc12,-1%,0%
20%,Cc1cc(NC(=O)c2noc3c2CCCCC3)no1,2%,2%
-3%,COc1ccc(CCNC(=O)C2CC(c3cc(C(F)(F)F)cc(C(F)(F)F)c3)=NO2)cc1 (stereo not given),7%,31%[activator]

# Compound profiles, from the list above. Order of screens: N370S GC mod	FEN1 inhibitor	GCN5L2 inh
# Cc1ccccc1Oc1nc(-c2ccccn2)nc2ccccc12 in the list: -29%	-1%	0%
# CC(C)Cc1nnc(NC(=O)CCC(=O)N2CCN(S(=O)(=O)c3ccccc3)CC2)s1 in the list: -4%	4%	0%
# O=C(c1ccc(Cn2cc(Cl)c([N+](=O)[O-])n2)cc1)N1CCN(Cc2ccccc2)CC1 in the list: -1%	-23%	-3%
# Cc1cc(NC(=O)c2noc3c2CCCCC3)no1 in the list: 20%	2%	2%
# O=C1NC(=S)SC1=C1CCCC1 in the list: -3%	79µM*	-24%

# Other records.
N370S GC mod,SMILES,FEN1 inhibitor,GCN5L2 inh
-9%,O=[N+]([O-])c1cccnc1S(=O)(=O)c1ccccc1,12%,0%
.,CCOc1ccc(NC(=O)C2CCCN(S(=O)(=O)c3c(C)noc3/C=C/N(C)C)C2)cc1 (stereo not given),5%,-12%
3%,CCOC(=O)c1c(NC(=O)CN(CC)CC)sc2c1CCN(C(=O)OCC)C2,?,-3%
8%,COc1c(C)cc(C(=O)C2CCCN(C(=O)c3cccc(F)c3)C2)cc1C (stereo not given),-12%,-2%
4%,CCc1ccc(NCc2nc3ccccc3c(=O)[nH]2)cc1,-16%,-6%
4%,N#Cc1nc(-c2ccccc2F)oc1NCc1ccccc1,5%,-19%
5%,N#C/C(=N/O)c1nc(-c2ccc(F)cc2)cs1,8%,-2%
4%,CCc1nnc(NC(=O)CCC(=O)N2CCN(Cc3ccc(Cl)cc3)CC2)s1,-2%,1%
1%,O=[N+]([O-])c1cccc(-n2nnnc2CNCc2ccccc2)c1,-15%,14%
4%,Cc1cccc(N/N=C(\C=N\N)C(=O)c2ccc(Br)cc2)c1,.,-10%
-4%,COc1ccc(C2(CCN=Cc3ccc(N(C)C)cc3)CCOC(C)(C)C2)cc1 (stereo not given),-1%,-10%
18%,O=C(Cc1cccs1)Nc1nc(-c2ccc(F)cc2F)cs1,-17%,-15%

# An excerpt from above in order of the FEN1 inhibitor value, falling:
compound	FEN1 inhibitor
NC(=O)c1cccn1Cc1cccc(Cl)c1	10%
CCOc1ccc(NC(=O)C2CCCN(S(=O)(=O)c3c(C)noc3/C=C/N(C)C)C2)cc1 (stereo not given)	5%
CC(C)Cc1nnc(NC(=O)CCC(=O)N2CCN(S(=O)(=O)c3ccccc3)CC2)s1	4%
COc1ccc(C2(CCN=Cc3ccc(N(C)C)cc3)CCOC(C)(C)C2)cc1 (stereo not given)	-1%
Cc1oc2c(c(C)cc3oc(=O)c(CC(=O)NCc4ccc(F)cc4)c(C)c32)c1C	-9%
CCc1ccc(N(C(=O)c2ccoc2C)C(C(=O)NC2CCCC2)c2ccc(OC)cc2)cc1 (stereo not given)	-13%
CCc1ccc(NCc2nc3ccccc3c(=O)[nH]2)cc1	-16%

# Going on with the list:
N370S GC mod,SMILES,FEN1 inhibitor,GCN5L2 inh
-1%,Cc1ccc(NC(=O)CSc2nnc(-c3ccco3)n2N)cc1F,-12%,1%
0%,CC1CCCC(NC(=O)COC(=O)Cc2cn3ccsc3n2)C1C (stereo not given),3%,1%
0%,CC1CCc2[nH]c3ccc(C(=O)NCC4CCCO4)cc3c2C1 (stereo not given),-7%,-1%
18%,O=C(c1nn(Cc2ccccc2)c(=O)c2ccccc12)N1CCN(c2ccccn2)CC1,13%,-2%
.,COc1ccc(C(=O)Nc2nc(C)c(C(C)=O)s2)cc1S(=O)(=O)N1CCOCC1,-14%,-3%
-8%,CCCCOc1ccc(S(=O)(=O)N2CCN(c3ccc(N4CCN(CC)CC4)nn3)CC2)cc1,-1%,-2%
-12%,Cc1cccc(-n2ncc3c2CCCC3NC(=O)CCN2Cc3ccccc3C2=O)c1C (stereo not given),40%[activator],5%
-6%,Cn1c2c(c(=O)n(C)c1=O)C(c1ccc(F)cc1)C(C#N)=C(N)O2 (stereo not given),0%,0%
.,Cc1nn(CC(=O)NCc2ccccc2Cl)c(=O)c2nn(-c3ccccc3)c(C)c12,-5%,-37%
.,CCN(C(=O)COc1ccc2ccc(=O)oc2c1)C1CCCCC1,-4%,-1%
-7%,CCn1c(=O)c(C(=O)NNC(=O)c2ccccc2F)c(O)c2ccccc21,11%,1%
3%,COc1ccc(-c2nc(NC(=O)C3CCN(c4nc5ccccc5o4)CC3)sc2C)cc1,-7%,-15%
18%,CCOC(=O)COc1ccc2c3c(c(=O)oc2c1C)CCC3,3%,0%
.,O=C1C=C(c2cccc(Cl)c2O)C[C@@H](c2ccc(F)cc2)C1,5%,-3%
3%,CC1(C)Cc2c(sc3nc(-c4cc5ccccc5o4)n(N)c(=O)c23)CO1,-18%,-2%
.,Cc1ccc(N2C(=O)N(CC(=O)C(C)(C)C)c3ccccc3S2(=O)=O)cc1C,-2%,3%
2%,Cc1nn(CC(=O)NCC2CCCO2)c(C)c1[N+](=O)[O-] (stereo not given),-5%,-11%
-4%,Cc1cc(C)nc(/N=C2\NC(=O)CC(C(=O)O)N2c2ccc(F)c(Cl)c2)n1 (stereo not given),.,-8%
-15%,COc1ccc(CNC(=O)CCn2c(=O)[nH]c3ccccc3c2=O)cc1,4%,-1%
13%,Cc1cccc(-c2oc3ccc(-c4ccc5c(c4)OCO5)cc3c2/C=C/c2ccc(N)cc2)c1,14%,22%
-5%,CNC(=O)NNC(=O)c1onc(-c2c(Cl)cccc2Cl)c1C(=O)OC,8%,-1%
-11%,COc1cc2[nH]c(C(=O)N3CCc4ccccc43)cc2c(OC)c1OC,-30%,-13%
22%,Cc1cc(C)nc(NS(=O)(=O)c2ccc(CC(C)C)cc2)c1,-3%,-10%
-21%,CC(=O)c1c(C)[nH]c(C(=O)CSc2nnc(NC3CC3)s2)c1C,-6%,-18%

# Another view of 4 compounds above.
N370S GC mod,FEN1 inhibitor,GCN5L2 inh,structure
.,-2%,3%,Cc1ccc(N2C(=O)N(CC(=O)C(C)(C)C)c3ccccc3S2(=O)=O)cc1C
2%,-5%,-11%,Cc1nn(CC(=O)NCC2CCCO2)c(C)c1[N+](=O)[O-] (stereo not given)
-4%,.,-8%,Cc1cc(C)nc(/N=C2\NC(=O)CC(C(=O)O)N2c2ccc(F)c(Cl)c2)n1 (stereo not given)
-15%,4%,-1%,COc1ccc(CNC(=O)CCn2c(=O)[nH]c3ccccc3c2=O)cc1

# Remaining list, next part
N370S GC mod,SMILES,FEN1 inhibitor,GCN5L2 inh
-2%,NS(=O)(=O)c1cccc(NS(=O)(=O)c2ccc(/C=C/C(=O)OCC(=O)c3ccc(Br)cc3)cc2)c1,0%,-8%
17%,O=C(O)c1cn(-c2ccccc2)c(=O)c2ccccc12,0%,2%
2%,CC(C)/C=N/NC(=O)c1cccc(N2CCCC2=O)c1,-1%,-20%
.,CCC1(c2ccc(F)cc2)NC(=O)N(CC(=O)N2c3ccccc3CC2C)C1=O (stereo not given),1%,-6%
.,COc1ccc(N2CC(NC(=O)c3cc4ccccc4o3)CC2=O)cc1OC (stereo not given),17%,-2%
-5%,Cc1ccc(Cl)cc1NC(=O)COc1ccccc1,-13%,-11%
.,COc1ccc(Cl)cc1C(=O)NNC(=O)CNC(=O)c1ccco1,0%,-1%
0%,COc1cc(/C=N/N(c2ccccc2)c2ccccc2)ccc1O,-23%,-11%
-1%,CN(C)c1ccc(NC(=O)Cn2c(=O)n(Cc3ccccc3)c(=O)c3ccccc32)cc1,1%,0%
3%,Cn1c(COc2ccccc2)nnc1SCCSc1nnc(COc2ccccc2)n1C,2%,-4%
-3%,NCC(O)COc1cccc2ccccc12 (stereo not given),.,11%
0%,CC(C)Cn1c(N)c(C=O)c(=O)n(C)c1=O,-1%,-1%
1%,O=C1CN(C(=O)c2ccco2)C(c2ccccc2)c2cc(Cl)ccc2N1 (stereo not given),6%,-6%
2%,O=C1c2cccc3cc([N+](=O)[O-])cc(c23)C(=O)N1CC1CCCO1 (stereo not given),?,-20%
.,CCOc1ccc(-c2nonc2NC(=O)c2oc3cc(Br)ccc3c2C)cc1,-7%,-7%
.,CCOc1ccc(C2Nc3c(C)cccc3-c3cc(C)nn32)cc1 (stereo not given),-21%,-9%
-10%,CCc1c(C)nc(SCC(=O)NC2CCCC2)[nH]c1=O,2%,-9%
.,CCOc1ccccc1NC(=O)CSc1nccn1-c1ccc(Cl)cc1,-22%,-5%
-2%,CSCCCNC(=S)Nc1ccc(N2CCOCC2)cc1,2%,1%
.,CC(C)Cc1nnc(NC(=O)C2CC(=O)N(c3ccc4c(c3)OCCO4)C2)s1 (stereo not given),-1%,-2%
.,CC(=O)Nc1ccc(S[C@@H](CCN2CC[C@H](C(C)(C)C)CCC2=O)c2ccccc2)cc1,?,?
-10%,Cn1c(-c2ccccc2)cnc1NCc1cccc([N+](=O)[O-])c1,1%,3%
-2%,Cc1cc(C(=O)NNC(=S)NC2CCCCC2)cs1,6%,-7%
-4%,CCCOc1ccc(N2C(=O)CC(N(CCc3ccc(OC)cc3)C(=O)c3cccc(F)c3)C2=O)cc1 (stereo not given),0%,-12%
6%,COc1cc(C2C(C(=O)c3cccs3)=C(O)C(=O)N2CCN2CCOCC2)cc(OC)c1OC (stereo not given),3%,10%
-2%,Cc1ccc(NS(=O)(=O)c2cc3c4c(c2)CC(=O)N4CCC3)cc1C,17%,-7%
5%,CCOC(=O)N1CCC(N2Cc3cccc(C(=O)NCc4ccccc4OC)c3C2=O)CC1,9%,-5%
.,COc1ccc(C(CNC(=O)c2ccc(F)cc2)N2CCCC2)cc1 (stereo not given),5%,-3%
.,O=C1C=C(c2ccc3c(c2)OCO3)C[C@@H](c2ccc(F)cc2)C1,-16%,0%
.,CC(=O)c1cccc(NC(=O)Cn2c(C)c3cnn(-c4ccccc4)c(=O)c3c2C)c1,-2%,-14%
-1%,COc1ccccc1N(Cc1ccccc1)S(=O)(=O)c1cccc(C(=O)O)c1,6%,-9%
-4%,COc1ccc(NC(=S)NCc2cccnc2)cc1OC,-2%,-5%
